Gli-Sufu antag – antagonists of Gli-Sufu signaling | Sufu-KO-LIGHT fibroblasts, Gli luciferase reporter luminescence | inhibition, % at 5 µM | AID 588413 | 0.74% of 340,000 active;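 active means inhibition above about 55%, limit read from the data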;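 further: 0% = DMSO-treated cells and 100% = wells with medium but no cells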
Jurkat NFkB inh – lowers PMA/ionomycin-induced NF-kB signal in Jurkat cells. PMA/ionomycin-induced NF-kB luciferase reporter, luminescence. inhibition, % at 4 µM. 0.53% of 330,000 active. AID 435003
SENP7 block – inhibitors of human SENP7 protease. Q9BQF6. recombinant SENP7, Z-RLRGG-aminoluciferin luminescence, 40 min. inhibition, % at 5 µM. 1.5% of 330,000 active. AID 434973;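 active means inhibition above about 50% at the single test dose, limit read from the data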;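 further: plate controls were DMSO with enzyme for no effect and no enzyme buffer wells for full effect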
SENP8 block – blocks the human protease SENP8. AID 2540. Q96LD8. 1.2% of 330,000 active. inhibition, % at 10 µM. purified SENP8, Z-RLRGG-aminoluciferin cleavage, luminescence
Apaf-1 inh – inhibitors of human Apaf-1 apoptosome | 0.71% of 330,000 active | reconstituted apoptosome caspase-3 activity, DEVD-Rh110 fluorescence | inhibition, % at 20 µM | O14727; active means inhibition of at least 40% at 20 µM;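 further: plate controls were DMSO wells for no effect and DEVD-CHO caspase inhibitor wells for full effect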
Target sequence (O14727 whole entry, looked up): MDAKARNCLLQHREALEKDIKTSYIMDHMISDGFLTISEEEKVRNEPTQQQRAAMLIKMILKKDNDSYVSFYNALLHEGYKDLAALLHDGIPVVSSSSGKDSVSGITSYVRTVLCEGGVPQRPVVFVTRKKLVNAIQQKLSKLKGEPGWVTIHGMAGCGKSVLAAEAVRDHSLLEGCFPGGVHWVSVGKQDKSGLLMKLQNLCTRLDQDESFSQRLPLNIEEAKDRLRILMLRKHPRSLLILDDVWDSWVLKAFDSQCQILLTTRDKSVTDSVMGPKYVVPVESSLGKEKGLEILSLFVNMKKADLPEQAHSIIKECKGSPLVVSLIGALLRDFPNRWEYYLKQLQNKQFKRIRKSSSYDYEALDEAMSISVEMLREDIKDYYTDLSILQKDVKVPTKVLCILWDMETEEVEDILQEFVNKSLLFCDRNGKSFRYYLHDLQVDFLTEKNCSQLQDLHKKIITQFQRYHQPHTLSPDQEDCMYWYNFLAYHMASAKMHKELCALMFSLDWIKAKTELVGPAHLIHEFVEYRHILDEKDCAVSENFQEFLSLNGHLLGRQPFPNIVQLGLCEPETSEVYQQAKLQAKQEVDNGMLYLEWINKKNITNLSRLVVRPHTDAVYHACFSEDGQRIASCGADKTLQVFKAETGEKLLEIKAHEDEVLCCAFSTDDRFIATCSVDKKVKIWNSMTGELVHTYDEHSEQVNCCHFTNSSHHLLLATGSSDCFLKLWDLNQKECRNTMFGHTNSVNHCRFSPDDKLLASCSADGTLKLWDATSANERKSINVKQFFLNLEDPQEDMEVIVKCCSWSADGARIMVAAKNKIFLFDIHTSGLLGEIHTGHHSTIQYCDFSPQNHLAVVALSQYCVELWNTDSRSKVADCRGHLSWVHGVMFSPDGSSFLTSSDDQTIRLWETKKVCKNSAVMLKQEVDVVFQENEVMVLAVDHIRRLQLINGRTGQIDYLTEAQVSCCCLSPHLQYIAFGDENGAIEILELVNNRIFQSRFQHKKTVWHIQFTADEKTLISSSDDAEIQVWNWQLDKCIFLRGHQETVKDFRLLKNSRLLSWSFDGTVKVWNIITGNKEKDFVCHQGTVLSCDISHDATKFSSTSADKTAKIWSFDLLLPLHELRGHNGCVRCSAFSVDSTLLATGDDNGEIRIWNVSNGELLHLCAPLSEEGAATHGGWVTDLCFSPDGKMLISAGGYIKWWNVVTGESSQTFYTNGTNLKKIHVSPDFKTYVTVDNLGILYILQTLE
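Material: reconstituted apoptosome with Apaf-1, cytochrome c, caspase-9, procaspase-3, dATP / Buffer or medium: pH 7.5 Hepes buffer with CHAPS, BSA, DTT / Also added: cytochrome c with DEVD-Rh110 / Schedule: compound with Apaf-1, dATP, procaspase-3 30 min, then 50 min reaction, room temperature / Technique: rhodamine 110 fluorescence at Ex 480/Em 540 nm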
HKDC1 inh – inhibitors of human hexokinase HKDC1. recombinant HKDC1, G6PDH/diaphorase resazurin coupled fluorescence. inhibition, % at 20 µM. AID 493160. Q2TB90. 0.16% of 340,000 active;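 active means inhibition above about 35% when tested at 20 µM, limit read from the data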;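 further: plate controls were DMSO wells with enzyme for no effect and DMSO wells lacking enzyme for full effect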
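System: Recombinant HKDC1 hexokinase | Amount: HKDC1 at 5 µg/mL | Reagent: Glucose with 1 mM ATP | Doses: Single 20 µM dose | Incubation: Reaction time 90 min, room temperature, protected from light | Signal: Coupled resazurin fluorescence, excitation 525 nm, emission 613 nm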
697 NFkB inh – lowers PMA/ionomycin-induced NF-kB signal in 697 B cells. 697 B-cell NF-kB luciferase reporter, 16 h. inhibition, % at 4 µM. 0.33% of 330,000 active. AID 435022; in the data active means inhibition above about 35%
UBC13 polyUb – blocks human UBC13 polyubiquitin chain formation; P61088; 0.47% of 330,000 active; TR-FRET; inhibition, % at 20 µM; in the data active means inhibition above about 45%, passing the limit was not always enough
* hit, by the source's call; x = no result given. Unless noted, no stated cut-off is given here; in the data, active means inhibition above about 50%; inactive means the rest.

1: CSc1nc(N)nc2c1ncn2CC(=O)NCC1CCCO1 (stereo not given)
2: COc1ccc(C(=O)NC(C)c2ccccc2)cc1Br (stereo not given)
3: COc1ccc(/C=N/N=C2\CC3CCC2(C)C3(C)C)cc1O (stereo not given)
4: Cc1cccc(CCNC(=O)CN(C)S(=O)(=O)c2ccc3c(c2)c(=O)n(C)c(=O)n3C)c1
5: COc1ccc2c(c1)C1(Nc3ccccc3-c3nc4ccccc4n31)C(=O)N2 (stereo not given)
6: CC1CN(C(=O)c2cccc(COc3ccccc3Cl)c2)CC(C)O1 (stereo not given)

assay / compound,1,2,3,4,5,6
Jurkat NFkB inh,-5,2,3,1,4,-15
HKDC1 inh,-4,-10,1,-7,-5,-7
697 NFkB inh,-7,9,17,18,-6,-73
SENP7 block,-4,-1,7,-1,9,-2
UBC13 polyUb,5,0,-1,3,5,-1
Gli-Sufu antag,12,-1,2,3,4,-63
Apaf-1 inh,-20,10,9,2,5,-3
SENP8 block,1,-9,-5,0,-5,3

7: COc1ccccc1N1CCN(C(=O)c2cn(Cc3ccccc3)nc2-c2cccnc2)CC1
8: COc1cc(-c2nc3cnccn3c2NC(C)(C)CC(C)(C)C)ccc1O
9: c1ccc2oc(CCc3nc4ccccc4o3)nc2c1
10: COc1ccc(C(=O)Nc2ccc(NC(=O)c3ccco3)c(Cl)c2)cc1OC
11: CCCn1nnnc1SCC(=O)c1ccc(NC(C)=O)cc1
12: COCCNC(=O)C1CC(=O)N(C2CCCCC2)C1 (stereo not given)

assay / compound,7,8,9,10,11,12
Jurkat NFkB inh,-5,16,-52,-28,7,5
HKDC1 inh,-6,-2,1,-3,-1,-7
697 NFkB inh,-17,-22,-84,9,13,22
SENP7 block,-14,1,9,9,4,11
UBC13 polyUb,-6,4,12,3,5,2
Gli-Sufu antag,12,5,-15,-6,-4,-3
Apaf-1 inh,-26,16,9,1,0,3
SENP8 block,-6,7,-4,-8,0,1

Reprinted, entries 8–12
8: COc1cc(-c2nc3cnccn3c2NC(C)(C)CC(C)(C)C)ccc1O
9: c1ccc2oc(CCc3nc4ccccc4o3)nc2c1
10: COc1ccc(C(=O)Nc2ccc(NC(=O)c3ccco3)c(Cl)c2)cc1OC
11: CCCn1nnnc1SCC(=O)c1ccc(NC(C)=O)cc1
12: COCCNC(=O)C1CC(=O)N(C2CCCCC2)C1 (stereo not given)

assay / compound,8,9,10,11,12
Jurkat NFkB inh,16,-52,-28,7,5
HKDC1 inh,-2,1,-3,-1,-7
697 NFkB inh,-22,-84,9,13,22
SENP7 block,1,9,9,4,11
UBC13 polyUb,4,12,3,5,2
Gli-Sufu antag,5,-15,-6,-4,-3
Apaf-1 inh,16,9,1,0,3
SENP8 block,7,-4,-8,0,1

(listing goes on)
13: CCCc1ccc2oc(C(=O)N3CCN(CC(=O)NC(C)C)CC3)c(C)c2c1
14: CC(C)c1cccc(OCC(=O)Nc2ccc(S(=O)(=O)Nc3ccccn3)cc2)c1
15: CC(C)(C)NC(=O)C1CN(S(=O)(=O)c2ccccc2)CCN1S(=O)(=O)c1ccccc1 (stereo not given)
16: O=C(CSc1nc2ccccc2s1)NCc1cc([N+](=O)[O-])ccc1O
17: O=C(Cn1c2[n+](c3ccc(C(F)(F)F)cc31)CCCCC2)Nc1ccc(Br)cc1
18: Cc1ccc(NC(=O)OCc2cc(-c3ccccc3)on2)cc1

assay / compound,13,14,15,16,17,18
Jurkat NFkB inh,7,-10,3,4,-7,-19
HKDC1 inh,5,4,-5,1,-7,-8
697 NFkB inh,-13,-5,-5,24,-25,-9
SENP7 block,2,-2,-1,-4,-6,11
UBC13 polyUb,-8,-3,-2,-11,4,2
Gli-Sufu antag,-13,36,-7,-4,10,-12
Apaf-1 inh,17,16,2,-1,14,19
SENP8 block,-6,-7,5,3,-7,4

19: Oc1ccccc1/C=N/[n+]1ccccc1
20: CC(C)CN1CCN(Cc2cccc3nccnc23)CC1CCO (stereo not given)
21: COC(=O)c1cc2c(cc1[N+](=O)[O-])OCO2
22: Cc1ccc(C(=O)C(C)OC(=O)Cn2[nH]c(=O)c3ccccc3c2=O)cc1 (stereo not given)
23: COc1cc(C2Nc3ccc4ncccc4c3C3=C2C(=O)CCC3)cc(OC)c1OC (stereo not given)
24: Cc1[nH]n(-c2cccc(Cl)c2)c(=O)c1-c1ccccc1

assay / compound,19,20,21,22,23,24
Jurkat NFkB inh,-42,8,0,3,-6,1
HKDC1 inh,0,0,-8,-3,-2,-2
697 NFkB inh,-96,15,8,11,4,13
SENP7 block,-4,7,-1,-7,7,6
UBC13 polyUb,-6,3,-1,4,-23,2
Gli-Sufu antag,35,41,-16,0,1,-2
Apaf-1 inh,-2,-14,-7,19,1,2
SENP8 block,-3,2,10,-8,-2,14

25: CC(=O)OCC1OC(n2ccc(=O)[nH]c2=O)C(O)C1O (stereo not given)
26: CCC(CC)C(=O)NCCN1CCN(C(=O)C(CC)CC)CC1
27: O=c1cnnc(SCCc2ccccc2)[nH]1
28: Cc1cc(S(=O)(=O)N2CCN(CC(=O)NCCc3cccs3)CC2)ccc1Br
29: O=C(OCC(=O)N1CCCc2ccccc21)c1cc(Br)ccc1O
30: CC(C)(C)C1=CC(=O)C(=O)C(C(C)(C)C)=C1

assay / compound,25,26,27,28,29,30
Jurkat NFkB inh,-10,3,11,2,-12,2
HKDC1 inh,-8,1,-6,5,0,14
697 NFkB inh,3,10,12,2,-2,-2
SENP7 block,-7,-3,3,-2,-10,11
UBC13 polyUb,-1,6,1,7,5,0
Gli-Sufu antag,-7,-9,0,x,-3,-1
Apaf-1 inh,7,1,2,13,18,14
SENP8 block,-5,-3,0,0,-9,7

31: O=C(O)C1CC=CCC1C(=O)Nc1cccc(Cl)c1 (stereo not given)
32: Cc1cccc(NC(=O)CCCN2C(=O)C(c3ccccc3)Oc3cccnc32)c1C (stereo not given)
33: O=C(C1CC=CCC1)N1CCC(CO)(Cc2ccc(Cl)cc2)CC1 (stereo not given)
34: CSc1nc2ccc3nc(NC(=O)c4ccc(Cl)s4)sc3c2s1
35: O=C(NC(=S)Nc1ccc(S(=O)(=O)N2CCCC2)cc1)C1CC1
36: COc1cc(NC2=CC(=O)CC(C)(C)C2)cc(OC)c1

assay / compound,31,32,33,34,35,36
Jurkat NFkB inh,-7,12,0,-17,14,9
HKDC1 inh,-4,-5,-3,4,10,-8
697 NFkB inh,6,-26,2,-9,-7,9
SENP7 block,11,-11,31,-13,3,1
UBC13 polyUb,1,-6,3,9,5,-4
Gli-Sufu antag,-3,7,1,-3,-10,2
Apaf-1 inh,3,12,-5,12,1,-32
SENP8 block,-3,-1,2,-5,-1,-3

37: CCCCOC(=O)Oc1ccc2c(=O)c(Oc3cccc(C)c3)coc2c1
38: COc1ccc(C)cc1S(=O)(=O)n1cnc(C)c1
39: CCN1C(=O)C(CC(=O)Nc2cc(C)ccc2C)SC1=Nc1ccc(S(N)(=O)=O)cc1 (stereo not given)
40: O=[N+]([O-])c1ccc(S(=O)(=O)NCC(c2ccco2)N2CCc3ccccc3C2)cc1 (stereo not given)
41: CCc1ccccc1NC(=O)c1cc(-c2cccs2)on1
42: O=C(C(NS(=O)(=O)c1cccc2nsnc12)c1ccccc1)N1CCN(c2ccccc2)CC1 (stereo not given)

assay / compound,37,38,39,40,41,42
Jurkat NFkB inh,-10,10,8,2,-2,0
HKDC1 inh,-1,-5,-2,-1,-3,-3
697 NFkB inh,-20,9,22,-8,-12,0
SENP7 block,0,-8,3,5,-13,-1
UBC13 polyUb,16,6,2,-4,1,3
Gli-Sufu antag,-18,13,1,9,-21,5
Apaf-1 inh,19,1,-25,23,15,12
SENP8 block,6,-4,-2,2,-17,-1

43: COc1ccc(S(=O)(=O)N2CCCCCC2)cc1C(=O)Nc1ccc(C)cn1
44: COCCNC(=O)C1CC(c2ccc([N+](=O)[O-])cc2)=NO1 (stereo not given)
45: CCOC(=O)C1CCN(C(=O)c2ccccc2N(C)S(C)(=O)=O)CC1
46: Cc1nc2ncnn2c(N2CCN(C(=O)c3cccc(F)c3)CC2)c1Cc1ccccc1
47: COc1ccc(NC(=S)N(CCC(C)C)C(C)c2ccncc2)cc1 (stereo not given)
48: Cc1cc(N2C(=O)C3C4CC(C(Br)C4Br)C3C2=O)no1 (stereo not given)

assay / compound,43,44,45,46,47,48
Jurkat NFkB inh,-11,-8,-8,3,0,27
HKDC1 inh,-1,-4,-4,-1,-2,2
697 NFkB inh,-1,-13,-6,8,13,-3
SENP7 block,-2,-1,-11,6,9,3
UBC13 polyUb,11,-1,-16,6,-5,9
Gli-Sufu antag,1,-18,0,9,1,-10
Apaf-1 inh,6,-8,8,-15,-6,-12
SENP8 block,-6,-9,-10,6,2,4

49: COC(=O)c1ccc(-n2nnnc2SCC(=O)Nc2cc(OC)ccc2OC)cc1
50: COc1ccccc1N(C(=O)CCl)c1cn(C(C)=O)c2ccccc12
51: CCN1CCN(c2nc(Nc3ccccc3)nc(N)c2[N+](=O)[O-])CC1
52: CC1(c2nnc(-c3ccc(Cl)cc3)o2)CC(c2cccc(Cl)c2)=NO1 (stereo not given)
53: O=C(C1=C[C@H](c2ccccc2)C[C@H](OCc2ccc(CO)cc2)O1)N1CCN(Cc2ccccc2)CC1
54: CCC(=O)Nc1cccc(NC(=S)NC(=O)c2ccc(Cl)cc2Cl)c1

assay / compound,49,50,51,52,53,54
Jurkat NFkB inh,18,12,5,11,7,-15
HKDC1 inh,-6,8,-7,0,0,-5
697 NFkB inh,-15,-93,26,8,4,-69
SENP7 block,-5,-7,-1,-6,0,-4
UBC13 polyUb,-3,5,14,16,-1,0
Gli-Sufu antag,-4,45,2,-14,-5,-44
Apaf-1 inh,9,-14,4,5,14,3
SENP8 block,1,2,-16,7,-7,-17

55: N#Cc1ccc(C(=O)NC(=S)N2CCOCC2)cc1
56: O=C(CSCc1cnn(-c2ccccc2)c1-n1cccc1)NCc1cccnc1
57: CC(=O)c1c(C)[nH]c(C(=O)NCc2ccccn2)c1C
58: COc1ccc(OC)c(/C=N/NC(=O)Cn2ccnc2C)c1
59: CN(C)S(=O)(=O)c1cccc(C(=O)NC2CCCc3ccccc32)c1 (stereo not given)
60: Cc1occc1C(=O)N1CCCC(Nc2ccc(F)c(F)c2)C1 (stereo not given)
61: O=C(CCNC(=O)c1ccccc1Cl)NCC(c1ccco1)N1CCCC1 (stereo not given)

assay / compound,55,56,57,58,59,60,61
Jurkat NFkB inh,6,0,1,8,-7,3,13
HKDC1 inh,-9,-5,-2,-3,-3,-4,-7
697 NFkB inh,12,6,11,21,-6,0,14
SENP7 block,7,-1,3,-4,-1,6,-4
UBC13 polyUb,-5,-4,0,12,2,0,9
Gli-Sufu antag,-3,-8,2,1,19,10,2
Apaf-1 inh,-1,-22,6,-11,1,0,12
SENP8 block,7,9,0,5,-7,-6,10

Screening data from PubChem.
